SIAE primary: human SIAE inhibitors, primary screen, biochemical, fluorescence polarization, FP-Rh probe, 1536-well HTS; Sialate O-acetylesterase (Homo sapiens), Q9HAT2; SIAE FP-Rh probe binding; inhibition, % at 9.66 µM; hit rate 0.69% among 370,000; AID 1053197, 2014;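 active means inhibition above a cutoff: mean of compounds within the control limits plus 3 SD of those, cut at about 17% in these data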;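 further: 0% = plate median of compound wells and 100% = probe without SIAE protein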
ADAM10 inh: human ADAM10 inhibitors, primary screen, biochemical, QFRET, HTS; Disintegrin and metalloproteinase domain-containing protein 10 (Homo sapiens), O14672; recombinant ADAM10, EDANS/DABCYL FRET peptide cleavage, 3 h; inhibition, % at 7 µM; hit rate 0.62% among 370,000; AID 720582, 2013;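 active means inhibition above a per-campaign cutoff equal to the mean of compounds falling between control-based bounds plus 3 SD, cut at about 20% in these data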;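 further: 0% = DMSO wells while the 100% control is not disclosed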
PLC-beta3 inh: human PLC-beta3 inhibitors, primary screen, biochemical, fluorescence; inhibition, % at 12.2 µM; AID 720704, 2013; hit rate 0.18% among 370,000; Purified PLC-beta3, fluorogenic substrate; 1-phosphatidylinositol 4,5-bisphosphate phosphodiesterase beta-3 (Homo sapiens), Q01970; in the data active means inhibition above about 11%;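 further: 0% = median of compound wells on plate and 100% = full blocker control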
DDE Tn6 FP inh: inhibitors of Tn6 peptide binding to fibrin DD(E), primary screen, biochemical, fluorescence polarization, human fibrin, Tn6 probe; Fibrin DD(E) TRITC-Tn6 fluorescence polarization displacement; inhibition, % at 8.3 µM; hit rate 0.21% among 370,000; AID 720509, 2013;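 active means inhibition above a per-campaign cutoff: mean of compounds within control limits plus 3 SD, cut at about 15% in these data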;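 further: 0% = median of all compound wells on the plate and 100% = blocking peptide control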
Target sequence (P02675 whole entry, looked up): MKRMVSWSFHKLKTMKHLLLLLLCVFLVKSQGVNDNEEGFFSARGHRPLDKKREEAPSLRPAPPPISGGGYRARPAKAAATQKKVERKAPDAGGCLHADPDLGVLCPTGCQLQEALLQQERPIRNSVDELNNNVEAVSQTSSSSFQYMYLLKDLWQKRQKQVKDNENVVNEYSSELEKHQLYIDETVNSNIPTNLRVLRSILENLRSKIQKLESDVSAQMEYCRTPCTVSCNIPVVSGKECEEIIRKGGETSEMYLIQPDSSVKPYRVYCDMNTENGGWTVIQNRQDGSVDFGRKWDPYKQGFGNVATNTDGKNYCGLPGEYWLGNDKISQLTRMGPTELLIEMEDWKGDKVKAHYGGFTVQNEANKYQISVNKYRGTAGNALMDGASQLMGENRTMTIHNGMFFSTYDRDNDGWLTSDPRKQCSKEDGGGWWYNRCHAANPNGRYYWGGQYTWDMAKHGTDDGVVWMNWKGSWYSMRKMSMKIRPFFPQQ
PLC-gamma1 inh: PLC-gamma1 enzyme inhibitors, primary screen, biochemical, fluorescence, purified enzyme; hit rate 0.84% among 370,000; fluorogenic substrate; inhibition, % at 12.2 µM; AID 720700, 2013; in the data active means inhibition above about 9.5%
ARFGAP1 inhibitor: inhibitors of rat ARFGAP1 GAP activity, primary screen, biochemical, fluorescence polarization, GDP tracer; inhibition, % at 16.5 µM; hit rate 0.26% among 360,000; ADP-ribosylation factor GTPase-activating protein 1 (Rattus norvegicus), Q62848; AID 651572, 2012; Arfgap1-stimulated ARF1 GTP hydrolysis, GDP FP detection;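 active means inhibition above a per-plate limit, mean inhibition of low control wells plus 3 SD, cut at about 25% in these data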;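 further: 0% = DMSO wells with enzyme and 100% = wells lacking Arfgap1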
Target sequence (Q62848 1-136 limits assumed): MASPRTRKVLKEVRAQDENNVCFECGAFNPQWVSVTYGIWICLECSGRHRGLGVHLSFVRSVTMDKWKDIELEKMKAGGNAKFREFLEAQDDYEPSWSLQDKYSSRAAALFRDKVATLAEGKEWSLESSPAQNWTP
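material = rat Arfgap1 catalytic domain, aa 1-136 | also added = human ARF1(Δ1-17)-GTP substrate | compound dosing = one concentration, 16.5 µM, DMSO 1.26% | times = GTP hydrolysis reaction 2 h at 25 °C | measured by = FP, GDP Alexa 633 tracer displaced from anti-GDP antibody, 620/688 nm | evaluation = percent inhibition of Arfgap1-stimulated GTP hydrolysis | replication = single well per compound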
ADAM17 inh: ADAM17 inhibitors, primary screen, biochemical, QFRET. Disintegrin and metalloproteinase domain-containing protein 17 (Homo sapiens), P78536. recombinant ADAM17, EDANS/DABCYL FRET peptide cleavage. inhibition, % at 6.95 µM. hit rate 0.83% among 370,000. AID 720648, 2013;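 active means inhibition above the mean of compounds lying between control limits plus 3 SD, set per campaign, cut at about 8.5% in these data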;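 further: 0% = DMSO-only wells as the low control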
TDP2 inh: human TDP2 enzyme inhibitors, primary screen, biochemical, epi absorbance, recombinant enzyme. Tyrosyl-DNA phosphodiesterase 2 (Homo sapiens), O95551. hit rate 0.34% among 370,000. T5PNP hydrolysis, p-nitrophenol absorbance 415 nm. inhibition, % at 12.8 µM;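 active means inhibition above the mean of all tested compounds plus 3 SD, set per campaign, cut at about 25% in these data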;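 further: 0% = DMSO with enzyme and 100% = buffer with substrate but no TDP2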
Target sequence (O95551 whole entry, looked up): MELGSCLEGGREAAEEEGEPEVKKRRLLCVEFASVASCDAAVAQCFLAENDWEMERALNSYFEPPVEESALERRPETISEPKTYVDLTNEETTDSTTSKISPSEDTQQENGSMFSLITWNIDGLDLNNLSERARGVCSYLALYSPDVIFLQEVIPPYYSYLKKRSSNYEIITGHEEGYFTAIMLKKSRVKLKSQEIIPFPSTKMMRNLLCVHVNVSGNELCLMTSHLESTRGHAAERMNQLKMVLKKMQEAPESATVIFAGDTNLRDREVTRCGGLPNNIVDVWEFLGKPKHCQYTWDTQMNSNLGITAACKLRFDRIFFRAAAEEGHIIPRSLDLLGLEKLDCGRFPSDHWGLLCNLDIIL
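Test system: Human TDP2 enzyme | Reagent: 5 mM T5PNP | Compound dosing: 12.8 µM single point, 1% DMSO | Incubation: Enzyme reaction with compound for 2 h at 37 °C | Technique: p-Nitrophenol epi absorbance | Read-out: % inhibition relative to enzyme-containing and enzyme-free wells | Benchmarks: High control without enzyme, low control DMSO plus TDP2 | Replicates: Singlicate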
ASAP1 inh: inhibitors of human ASAP1 ArfGAP activity, primary screen, biochemical, fluorescence polarization | Arf-GAP with SH3 domain, ANK repeat and PH domain-containing protein 1 (Homo sapiens), … | hit rate 0.19% among 360,000 | inhibition, % at 16.5 µM | AID 624377, 2012 | ASAP1-stimulated ARF1 GTP hydrolysis, GDP FP detection; in the data active means inhibition above about 25%;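 further: 0% = vehicle with enzyme and substrate and 100% = no enzyme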
DDE Tn7 FP inh: inhibitors of Tn7 peptide binding to fibrin DD(E), primary screen, biochemical, fluorescence polarization, human fibrin, Tn7 probe; hit rate 0.13% among 370,000; inhibition, % at 8.3 µM; Fibrinogen beta chain (Homo sapiens), P02675; FP displacement of FITC-Tn7 peptide from fibrin DD(E); 0% = median of compound wells per plate;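 active means inhibition above the mean of compounds falling within the control limits plus 3 SD of them, cut at about 14% in these data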;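 further: 0% = plate median of compound wells and 100% = 10 µM Aha-Tn7 peptide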
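System: human fibrin DD(E); quantity: Fibrin-DD(E) at 2 µM final; also added: fluorescent Tn7 probe at 0.1 µM; compound dosing: single nominal test concentration of 8.3 µM per compound; schedule: 10 min preincubation, 3 h with tracer, room temperature; detection: fluorescence polarization of the labelled Tn7 tracer; repeats: one replicate per compound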
Numbers without * were called inactive; x = no result given.

SIAE primary	ADAM10 inh	PLC-beta3 inh	DDE Tn6 FP inh	PLC-gamma1 inh	ARFGAP1 inhibitor	SMILES	ADAM17 inh	TDP2 inh	ASAP1 inh	DDE Tn7 FP inh
-2	1	-5	-1	6	-2	COc1ccc(C2=NOC(C(=O)N3CCN(C(=O)c4ccco4)CC3)C2)cc1OC (stereo not given)	-4	-8	-2	-5
-2	-2	-1	-1	2	3	C/C(=C\C(=O)c1ccc(C)cc1)NCc1ccc(F)cc1	-2	-6	2	-4
-3	2	-1	0	0	-3	Cc1cc(NC(=O)C(=O)c2c(C)[nH]c3ccccc23)no1	-2	11	2	5
-1	5	-1	-4	-4	3	Cc1cc(C)n(-c2ccc(C(=O)Nc3cc(C(F)(F)F)ccc3N3CCOCC3)cc2)n1	-3	9	0	0
-3	-64	-38	4	-34	7	O=C(Nc1ccc2oc(-c3ccccc3F)nc2c1)c1ncn[nH]1	-27	8	5	4
-5	-10	-9	-3	-1	-7	CC(=O)Nc1c2c(nn1-c1ccc(C)cc1)CS(=O)(=O)C2	-8	8	6	-3
-3	-3	0	-2	4	6	CC(NC(=O)c1cccc(F)c1)C(c1cccs1)N1CCN(C)CC1 (stereo not given)	-6	0	-2	0
12	-5	-2	5	1	-4	CCOC(=O)C(C)n1cnc2c(nnn2-c2ccc(OC)cc2)c1=O (stereo not given)	-5	-6	4	-1

Single records, from the list above.
CC(NC(=O)c1cccc(F)c1)C(c1cccs1)N1CCN(C)CC1 (stereo not given) in the list: SIAE primary: -3; ADAM10 inh: -3; PLC-beta3 inh: 0; DDE Tn6 FP inh: -2; PLC-gamma1 inh: 4; ARFGAP1 inhibitor: 6; ADAM17 inh: -6; TDP2 inh: 0; ASAP1 inh: -2; DDE Tn7 FP inh: 0
O=C(Nc1ccc2oc(-c3ccccc3F)nc2c1)c1ncn[nH]1 in the list: SIAE primary: -3; ADAM10 inh: -64; PLC-beta3 inh: -38; DDE Tn6 FP inh: 4; PLC-gamma1 inh: -34; ARFGAP1 inhibitor: 7; ADAM17 inh: -27; TDP2 inh: 8; ASAP1 inh: 5; DDE Tn7 FP inh: 4

(next part)
SIAE primary	ADAM10 inh	PLC-beta3 inh	DDE Tn6 FP inh	PLC-gamma1 inh	ARFGAP1 inhibitor	SMILES	ADAM17 inh	TDP2 inh	ASAP1 inh	DDE Tn7 FP inh
4	0	-1	-8	-2	x	C[C@H]1COc2c3ccccc3nn21	0	-4	x	-4
-2	6	-9	-1	0	-11	Nc1nc(SCC(=O)N2CCCCC2)[nH]c(=O)c1NC(=O)c1cccs1	-4	-9	-6	7
-9	19	-26	-7	-24	18	Cc1c(O)ccc(-c2[nH]ncc2-c2nc3ccccc3s2)c1O	1	3	2	2
-3	-5	-5	0	-2	-16	Cc1ccc(S(=O)(=O)NC(=O)C2(C)CCN2C(=O)Cc2ccc(-c3ccccc3)cc2)cc1 (stereo not given)	0	-1	16	-1
3	-11	-4	5	2	-2	COc1ccccc1NC(=O)C(=O)NCC1CCCN1S(=O)(=O)c1cccs1 (stereo not given)	-2	-9	2	0
5	3	-1	-2	3	-2	CCN(CC)C(=O)C(=O)c1cn(CC(=O)N2CCc3ccccc3C2)c2ccccc12	-2	10	-3	3
2	-12	-4	-8	2	11	CN(C(=O)COC(=O)C1CSC2(C)CCC(=O)N12)c1ccccc1 (stereo not given)	-6	-4	-2	7
8	3	2	-5	-1	-5	O=C(Nc1ccccc1)c1cc2ccccc2[nH]1	1	8	-9	-1

For convenience, part of the list above.
SIAE primary	ADAM10 inh	PLC-beta3 inh	DDE Tn6 FP inh	PLC-gamma1 inh	ARFGAP1 inhibitor	SMILES	ADAM17 inh	TDP2 inh	ASAP1 inh	DDE Tn7 FP inh
-2	1	-5	-1	6	-2	COc1ccc(C2=NOC(C(=O)N3CCN(C(=O)c4ccco4)CC3)C2)cc1OC (stereo not given)	-4	-8	-2	-5
-2	-2	-1	-1	2	3	C/C(=C\C(=O)c1ccc(C)cc1)NCc1ccc(F)cc1	-2	-6	2	-4

(list continues)
SIAE primary	ADAM10 inh	PLC-beta3 inh	DDE Tn6 FP inh	PLC-gamma1 inh	ARFGAP1 inhibitor	SMILES	ADAM17 inh	TDP2 inh	ASAP1 inh	DDE Tn7 FP inh
7	-4	0	8	-2	4	CC(NCc1cccn1C)c1ccccc1 (stereo not given)	-7	8	0	6
-7	7	-2	-2	0	2	CCOc1ccc2ncc(S(=O)(=O)c3ccc(C)cc3)c(N3CCC4(CC3)OCCO4)c2c1	3	0	5	0
5	2	-2	-2	3	3	O=C(Nc1cccc(C(=O)O)c1)/C(=C\c1ccccc1)NC(=O)c1ccccc1Cl	-1	-1	-6	-6
2	6	-1	-4	-2	-4	O=C(N1CCOCC1)N1CCN(c2ccc(F)cc2)CC1	0	-6	-6	0
3	-6	0	3	1	-3	CCn1c(SCC(=O)NCC2CCCO2)nnc1-c1c[nH]c2ccccc12 (stereo not given)	-5	-5	0	8
-2	-7	-2	2	6	-12	COc1cc(C(=O)Nc2cc(OC)c(OC)c(OC)c2)ccc1OCc1c(C)noc1C	2	-11	13	2
2	-12	-12	-3	-13	13	O=C(Nc1ccc(F)cc1)c1ccc2[nH]c(=O)c(=O)[nH]c2c1	-5	-5	1	0
5	-7	-6	9	0	-4	CSc1ccc(CN(C)CC(=O)Nc2ccccc2C(=O)NC2CC2)cc1	1	4	-8	5

Three compounds picked at random from the list so far, as already listed:
SIAE primary	ADAM10 inh	PLC-beta3 inh	DDE Tn6 FP inh	PLC-gamma1 inh	ARFGAP1 inhibitor	SMILES	ADAM17 inh	TDP2 inh	ASAP1 inh	DDE Tn7 FP inh
3	-6	0	3	1	-3	CCn1c(SCC(=O)NCC2CCCO2)nnc1-c1c[nH]c2ccccc12 (stereo not given)	-5	-5	0	8
2	-12	-12	-3	-13	13	O=C(Nc1ccc(F)cc1)c1ccc2[nH]c(=O)c(=O)[nH]c2c1	-5	-5	1	0
-7	7	-2	-2	0	2	CCOc1ccc2ncc(S(=O)(=O)c3ccc(C)cc3)c(N3CCC4(CC3)OCCO4)c2c1	3	0	5	0

The listing continues.
SIAE primary	ADAM10 inh	PLC-beta3 inh	DDE Tn6 FP inh	PLC-gamma1 inh	ARFGAP1 inhibitor	SMILES	ADAM17 inh	TDP2 inh	ASAP1 inh	DDE Tn7 FP inh
0	-1	1	4	1	0	Cc1nnc(NC(=O)CSc2nnnn2Cc2ccccc2)s1	-1	-5	8	3
0	1	6	7	-1	-16	Cc1ccc(NC(=O)C2CCN(S(C)(=O)=O)CC2)cc1	-2	7	-5	5
2	8	0	0	2	-6	Clc1ccc2nnnc(-c3ccccc3)c2c1	8	-9	12	2
-30	-125	-18	4	-12	-6	C=CCNc1nc2cc(-c3ccccc3OC)sc2c(=O)n1C	-23	2	24	3
-5	4	-30	2	-17	-4	Cc1ccc(-c2ccc(/C=C/C(=O)c3ccccc3)o2)cc1	0	-5	-13	4
-4	4	7	3	5	2	CC(C)NC(=O)NCCCCCCS(C)=O (stereo not given)	-2	0	-12	-2
-1	3	-12	0	3	-6	CCOc1cc(CNS(=O)(=O)c2cn(C)cn2)cc(OCC)c1OCC	-2	-11	5	0
-4	0	-4	-6	4	9	CCOC(=O)C1(Cc2cccc(OC)c2)CCN(Cc2ccc3c(c2)OCCO3)CC1	-8	-1	-8	-3
2	3	6	-2	0	9	Cc1ccc(N/C(=N/S(=O)(=O)c2cccs2)c2ccccc2)c(C)c1	2	-1	5	5
-2	-204	-41	-3	-32	5	CNC(=O)c1cc2c(=O)n3cc(C)ccc3nc2n(C(C)C)c1=N	-63	-1	8	3
-1	-27	-11	-1	0	9	CN(CCC1CCOCC1)C(=O)c1cc(COc2c(F)cccc2F)on1	-4	-5	-3	-9
-6	2	-10	-9	1	0	COCCCN(C(=O)c1ccccc1F)c1nc(-c2ccc(OC)cc2)cs1	1	-2	-1	0
0	-3	-1	0	5	10	CN(C)C(=O)c1ccc(-c2nnc(OCc3nc4ccccc4n3C)c3ccccc23)cc1	-2	-9	0	-5
12	9	2	-2	5	9	CC[C@]12c3[nH]c4ccccc4c3CCN1C(=O)C(CC(=O)NCCCOC)C[C@@H]2C(=O)N1CCN(C(=O)C2CC2)CC1 (stereo not given in full)	3	4	7	11
2	-100	-374	2	-282	-7	CCCn1nc(NC(=O)C(C)(C)C)c2cc3cc(OC)ccc3nc21	-46	1	2	1
4	-5	1	0	1	7	COc1ccc(C(=O)OCC(=O)NC2CCCCCCC2)cc1OC	-2	0	14	-4
-2	-2	-1	-7	-2	-3	COc1ccccc1N1CCN(C(=O)c2c(-c3c(F)cccc3Cl)noc2C)CC1	2	8	-4	-1
7	9	-11	-2	0	8	Cc1ccc(CN(C)C(=O)c2cccc(S(=O)(=O)N3CCN(Cc4ccccc4)CC3)c2)o1	2	-18	-10	5
0	-47	-146	-1	-104	3	Cc1cc(C)n(-c2ccccc2C#N)n1	-31	5	0	10

Bioassay records from PubChem BioAssay.
